Screening results deposited in PubChem by Sanford-Burnham Center for Chemical Genomics.
HKDC1 inh: HKDC1 (human) hexokinase inhibition. recombinant HKDC1, G6PDH/diaphorase resazurin coupled fluorescence. inhibition, % at 20 µM. actives 0.16% (n = 340,000). AID 493160;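 active = inhibition above about 35% when tested at 20 µM, limit read from the data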;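 note: plate controls were DMSO wells with enzyme for no effect and DMSO wells lacking enzyme for full effect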
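Test system: recombinant HKDC1 (HK5) hexokinase enzyme, produced in-house / Doses: 20 µM test compound, 1% DMSO / Timing: 90 min, room temperature / Detection: G6PDH/diaphorase-coupled fluorescence, 1 mM NADP, 100 µM resazurin, 525/613 nm / Control set: DMSO wells with and without enzyme mix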
ATG4B inh: inhibitors of human ATG4B cysteine protease | ATG4B cleavage of LC3-PLA2, NBD-HPC fluorescence, 1 h | inhibition, % at 8.33 µM | actives 0.51% (n = 340,000); in the data active = inhibition above about 40%
A3A deaminase: human APOBEC3A DNA deaminase inhibition | P31941 | recombinant A3A, FAM/TAMRA ssDNA deamination fluorescence | inhibition, % at 20 µM | actives 0.41% (n = 330,000) | AID 493011;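 active = at least 40% inhibition at 20 µM here, with at most 30% in a related deaminase screen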;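 note: plate controls were A3A with DMSO for no effect and wells lacking A3A enzyme for full effect; some results filed as inactive read as strong as hits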
Target sequence (P31941 whole entry, looked up): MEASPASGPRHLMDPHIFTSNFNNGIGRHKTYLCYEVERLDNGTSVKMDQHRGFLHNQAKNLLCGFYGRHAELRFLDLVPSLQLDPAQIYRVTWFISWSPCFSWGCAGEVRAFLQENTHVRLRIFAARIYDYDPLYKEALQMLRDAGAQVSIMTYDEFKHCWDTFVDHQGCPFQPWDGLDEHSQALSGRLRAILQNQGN
PfGluPho inh: PfG6PD (Plasmodium falciparum) enzyme inhibition; PfGluPho enzyme, NADPH resazurin-diaphorase fluorescence; inhibition, % at 20 µM; actives 0.78% (n = 350,000); AID 504690;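 active = inhibition reaching at least a set limit at 20 µM in the primary screen, cut at about 59% in these data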;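 note: 0% = DMSO wells with substrate and 100% = DMSO wells lacking glucose-6-phosphate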
hIAP inh: human IAP inhibition; purified IAP, CDP-Star luminescence, 30 min; P09923; actives 0.12% (n = 330,000); inhibition, % at 10 µM;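 active = inhibition reaching a set limit with compound at 10 µM in the primary screen, cut at about 35% in these data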;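 note: plate controls were DMSO wells with enzyme for no effect and no-enzyme buffer wells for full effect; values of inactives mirror those of a sister screen read the other way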
Target sequence (P09923 whole entry, looked up): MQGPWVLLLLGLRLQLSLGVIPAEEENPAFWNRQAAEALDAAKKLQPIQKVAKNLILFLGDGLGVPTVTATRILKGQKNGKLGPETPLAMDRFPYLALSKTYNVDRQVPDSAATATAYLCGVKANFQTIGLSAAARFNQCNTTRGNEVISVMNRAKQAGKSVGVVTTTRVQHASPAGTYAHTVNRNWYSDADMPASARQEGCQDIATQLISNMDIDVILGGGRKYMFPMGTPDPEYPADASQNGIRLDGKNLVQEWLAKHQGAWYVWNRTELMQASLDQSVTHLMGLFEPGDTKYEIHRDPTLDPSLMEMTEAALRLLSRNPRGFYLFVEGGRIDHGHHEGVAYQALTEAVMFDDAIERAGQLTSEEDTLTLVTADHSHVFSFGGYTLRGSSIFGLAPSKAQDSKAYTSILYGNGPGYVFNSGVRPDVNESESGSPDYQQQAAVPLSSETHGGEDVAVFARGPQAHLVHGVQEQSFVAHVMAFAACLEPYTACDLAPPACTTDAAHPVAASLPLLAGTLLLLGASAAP
hIAP act: human IAP activation; P09923; purified human IAP, CDP-Star luminescence, 30 min; stronger effect = higher value; 1 = vehicle-only enzyme, 0 = enzyme-free background; activation factor at 10 µM; AID 2524; actives 0.16% (n = 330,000);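 active = activation factor of the enzyme at least 2-fold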; note: the source names both 10 and 20 µM as test concentration; values of inactives mirror those of a sister screen read the other way
mIAP inh: blocks mouse intestinal alkaline phosphatase | AID 2806 | actives 0.2% (n = 330,000) | purified mouse IAP, CDP-Star luminescence, 30 min | inhibition, % at 10 µM;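 active = inhibition of at least 40% at 10 µM in the primary screen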;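 note: plate controls were DMSO with enzyme for no effect and no enzyme wells for full effect; values of inactives mirror those of a sister screen read the other way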
mIAP act: mouse IAP activation; muIAP, CDP-Star luminescence, 30 min; stronger effect = higher value; 1 = vehicle-only enzyme signal, 0 = enzyme-free wells; activation factor at 10 µM; actives 0.24% (n = 330,000); AID 2805;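 active = activation factor of at least 2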; note: the source names both 10 and 20 µM as test concentration; values of inactives mirror those of a sister screen read the other way
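Assay system: mouse IAP enzyme; reagent: chemiluminescent substrate CDP-Star; dosing: test compounds delivered from DMSO solution; schedule: 30 min at room temperature; measured by: luminescence from enzymatic CDP-Star hydrolysis; controls: DMSO-only wells and no-enzyme negative control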
* hit, by the source's call; x = not tested or not shown. Compounds as they come. Share with any hit: about 2.4%.

SMILES	HKDC1 inh	ATG4B inh	A3A deaminase	PfGluPho inh	hIAP inh	hIAP act	mIAP inh	mIAP act
O=C(c1ccccc1F)N1CCC(O)(c2cccnc2)CC1	-9	-8	2	-3	8	0.92	2	0.98
COC(=O)c1cc(-c2c(C)oc3cc(OC(C)C)ccc3c2=O)c(C)o1	12	7	1	-14	-18	1.2	23	0.77
CN(Cc1cn[nH]c1-c1ccc2c(c1)OCO2)C1CCOCC1	-4	27	0	-3	-5	1	-7	1.1
Cc1ccc(S(=O)(=O)CCC(=O)OCC(=O)Nc2cc(C)on2)cc1	4	-3	-3	0	-12	1.1	-2	1
Cn1c2c(c(=O)n(C)c1=O)C(c1ccccc1Cl)C(C#N)=C(N)O2 (stereo not given)	1	4	6	-2	-2	1	2	0.98
COc1ccc(-c2coc3cc(OC)cc(O)c3c2=O)cc1	-4	0	-5	-2	-2	1	5	0.95
COC(=O)c1cc(NC(=O)CC2SCCNC2=O)cc(C(=O)OC)c1 (stereo not given)	-10	7	2	-14	7	0.93	-1	1
CC(=O)Nc1ccc(C(=O)COC(=O)C2CCCCC2)c(F)c1	-3	-18	-2	12	14	0.86	2	0.98
COc1ccccc1C(=O)NCCC(=O)Nc1ccc(OC(F)(F)F)cc1	-1	-9	3	11	10	0.9	-8	1.1
Cc1nnc(SCc2cccc([N+](=O)[O-])c2)[nH]c1=O	-11	5	-1	-11	1	0.99	2	0.97
COc1ccc(CNC(=O)CN2C(=O)c3ccccc3C2=O)cc1	-2	-6	0	-4	-5	1.1	-1	1
COc1ccc(CC(=O)Nc2ccc(S(=O)(=O)N3CCN(C)CC3)cc2)cc1	-3	-1	-3	4	-4	1	1	0.99
CC(Sc1nnnn1-c1ccccc1)C(=O)Nc1ccccc1-c1ccccc1 (stereo not given)	-2	14	0	6	-19	1.2	-4	1
O=C(O)c1cccc(S(=O)(=O)N2CCC(n3nnc4cc(C(F)(F)F)ccc43)CC2)c1	-3	-10	-3	-14	3	0.97	-4	1
CCSC(=Nc1ccccc1)N1CCOCC1	0	0	-1	-16	-7	1.1	-3	1
O=C(Cc1n[nH]c(=O)c2ccccc12)OCc1c(Cl)cccc1Cl	-3	-3	7	-6	15	0.85	-7	1.1
O=C(O)COCC(=O)NC1CCN(Cc2ccccc2)CC1	-3	-2	-1	-1	-10	1.1	1	0.99
COCCCNc1nc2nonc2nc1N1CCC(C(C)N2CCOCC2)CC1 (stereo not given)	-4	-7	2	-7	5	0.95	8	0.92
CN(c1cccc(NC(=O)c2ccc(N(C)S(=O)(=O)c3ccccc3)cc2)c1)S(C)(=O)=O	18	-4	0	15	-17	1.2	-8	1.1
CCCC(=O)NC(Nc1ccc(S(=O)(=O)Nc2cc(C)on2)cc1)(C(=O)OCC)C(F)(F)F (stereo not given)	-2	-15	3	5	-5	1.1	3	0.97
CCOC(=O)c1cnc2c(cnn2C)c1NCCCn1ccnc1	1	-5	-3	5	-7	1.1	-3	1
CCOc1cccc2cc(C(=O)NCc3ccccc3Cl)c(=O)oc12	-3	-1	-6	-14	-32	1.3	8	0.92
Cc1nnc(SC(C)C(=O)NCC2CCCO2)n1-c1ccccc1 (stereo not given)	-3	-1	-4	6	-16	1.2	16	0.84
O=C(Cc1cccc2ccccc12)Nc1ccc(Br)cc1C(=O)O	10	-3	-4	0	-6	1.1	4	0.96
CN(C)CC(=O)N1CCc2ccccc2C1	-9	10	-1	-16	-16	1.2	-8	1.1

Next section, starting with the last four of the part before.
SMILES	HKDC1 inh	ATG4B inh	A3A deaminase	PfGluPho inh	hIAP inh	hIAP act	mIAP inh	mIAP act
CCOc1cccc2cc(C(=O)NCc3ccccc3Cl)c(=O)oc12	-3	-1	-6	-14	-32	1.3	8	0.92
Cc1nnc(SC(C)C(=O)NCC2CCCO2)n1-c1ccccc1 (stereo not given)	-3	-1	-4	6	-16	1.2	16	0.84
O=C(Cc1cccc2ccccc12)Nc1ccc(Br)cc1C(=O)O	10	-3	-4	0	-6	1.1	4	0.96
CN(C)CC(=O)N1CCc2ccccc2C1	-9	10	-1	-16	-16	1.2	-8	1.1
COc1ccc(C(C(=O)NCCC(C)C)N(CCCO)C(=O)c2snc(C(N)=O)c2N)cc1OC (stereo not given)	-5	-2	2	7	19	0.81	2	0.98
CCOc1ccc2oc(C(=O)NCC(C)(C)CN(C)C)c(C)c2c1	27	4	6	-10	-3	1	-6	1.1
CC(C)N(CCc1ccncc1)C(=S)Nc1cccc(Cl)c1	-3	-6	-2	-2	-3	1	6	0.94
CCOC(=O)C1=C(COC(=O)CSc2ccc(C)cc2C)NC(=O)NC1C (stereo not given)	33	-7	-2	2	0	1	7	0.93
CCOC(=O)c1ccc(NC(=S)NNC(=O)C2(C)CC2(Cl)Cl)cc1 (stereo not given)	3	-2	-3	-21	-79	1.8	10	0.9
Cc1ccc(S(=O)(=O)NC(CN2CCOCC2)=NCCNS(=O)(=O)c2ccccc2)cc1	-5	4	-3	-6	2	0.97	-5	1
COc1ccc(/C=C/C(=O)Nc2sc(Cc3ccccc3)c(C)c2C(N)=O)cc1	-1	0	3	0	2	0.98	5	0.95
O=C(CCS(=O)(=O)c1ccccc1)Nc1nnc(C(F)(F)F)s1	0	-10	7	28	13	0.87	8	0.92
O=C(COC(=O)c1ccc2c(c1)OCO2)Nc1ncc(Cl)cc1Cl	-12	-6	5	0	-9	1.1	1	0.99
Cc1[nH]c(=S)[nH]c(=O)c1CCC1OCCO1	-4	3	0	-5	-14	1.1	-6	1.1
CCSc1nc(C)cc(C)c1S(=O)(=O)c1ccccc1C	-1	8	1	8	10	0.9	-2	1
Cc1nc2ccc(NC(=O)c3ccc([N+](=O)[O-])cc3)cc2[nH]1	-5	-6	-6	6	-30	1.3	-5	1.1
COc1ccc(N2CCN(C(=O)NC(=O)c3ccccc3)CC2)cc1	-1	-5	-3	-37	-2	1	5	0.95
Cc1ccc(/C=N\NC(=O)c2csnn2)cc1	-4	-6	7	26	10	0.9	20	0.8
COC(=O)c1ccc(Cn2cc(C(F)(F)F)cc([N+](=O)[O-])c2=O)cc1	-9	-4	-1	9	1	0.99	-9	1.1
COc1ccc(-c2nc3n(c(=O)c2C#N)CCS3)cc1OC	-7	-1	2	-4	0	1	6	0.94
O=S(=O)(NCCC1=CCCCC1)c1ccc(F)cc1	2	-4	0	12	6	0.94	-4	1
Cc1oc(-c2ccccc2Cl)[n+]([O-])c1C	14	-8	30	11	7	0.93	1	0.99
Cc1ccc(NC(=S)N2CCN(S(C)(=O)=O)CC2)cc1	-4	0	-2	-1	2	0.98	1	0.99
COc1ccc(-c2nnc(-c3ccc(N)cc3)o2)cc1	0	-10	-5	19	-19	1.2	-8	1.1
O=c1c2ccccc2ncn1-c1ccccc1[N+](=O)[O-]	-3	1	-2	-3	-4	1	-5	1.1
CC(C)S(=O)(=O)c1csc(NC(=O)Nc2ccc(Cl)cc2)c1Cl	3	-9	-1	47	-71	1.7	-190	2.9*
O=C(c1ccc(OC2CCN(Cc3ccccn3)CC2)cc1)N1CCCC(O)C1 (stereo not given)	-1	8	0	-11	5	0.95	1	0.99
O=C(O)CCC(=O)N1CCc2cc(S(=O)(=O)NCc3ccc(Cl)cc3)ccc21	-1	2	-2	-13	8	0.92	2	0.98
COc1cc(NC(=O)c2ccccc2)c(OC)cc1NC(=O)CSc1[nH]c(=O)cc(C)c1C#N	5	-4	1	14	-3	1	-1	1

mIAP act: hit marks shown above.
SMILES	HKDC1 inh	ATG4B inh	A3A deaminase	PfGluPho inh	hIAP inh	hIAP act	mIAP inh	mIAP act
CC(C)S(=O)(=O)c1csc(NC(=O)Nc2ccc(Cl)cc2)c1Cl	3	-9	-1	47	-71	1.7	-190	2.9*

(continued)
SMILES	HKDC1 inh	ATG4B inh	A3A deaminase	PfGluPho inh	hIAP inh	hIAP act	mIAP inh	mIAP act
O=C(CC1Nc2ccccc2NC1=O)NC1CCCCC1 (stereo not given)	0	-1	3	6	-19	1.2	7	0.93
COC(=O)/C=C/c1cnc[nH]1	-8	-6	-2	-3	11	0.89	4	0.96
CCCCN(CC)Cc1c(O)ccc2c(-c3ccccc3)cc(=O)oc12	5	-5	-1	3	0	1	0	1
COC(=O)c1ccccc1NC(=O)c1ccccc1OC	4	-1	-2	-11	1	0.99	14	0.86
Cc1cc(Cl)ccc1Oc1ncc(CN2CCN(c3ccccc3)CC2)s1	1	-11	2	16	3	0.97	6	0.94
CC(C)c1nnc(NC(=O)CCC(=O)N2CCN(c3cccc(Cl)c3)CC2)s1	-3	-5	0	-9	-18	1.2	1	0.99
CN(C)c1ccc(C(=O)Nc2ccc(O)c3c(=O)cc(-c4ccccc4Cl)oc23)cc1	-6	-5	2	-1	3	0.97	3	0.97
CC(C)OP(=O)(OC(C)C)C(Nc1ccccc1)c1cccc2c1OCO2 (stereo not given)	-10	-12	-4	3	-5	1	0	1
CCN(CC(=O)Nc1ccc2c(c1)OCCO2)CC(=O)Nc1cc(C)on1	4	0	-1	-15	-19	1.2	-6	1.1
COc1ccccc1N1CCN(C(=O)/C=C/c2cccc([N+](=O)[O-])c2)CC1	-3	-6	-4	10	-57	1.6	2	0.98
CCOC(=O)N1CCC(NC(=O)CN2C(=O)CSc3nc(C)cc(C)c32)CC1	x	x	0	x	-15	1.1	-2	1
O=C(COc1cccc(C(F)(F)F)c1)N1CCN(c2ccc(O)cc2)CC1	7	-9	3	61*	-16	1.2	0	1
Cc1cc(C)cc(NC(=O)CN2C(=O)NC(Cc3c[nH]c4ccccc34)C2=O)c1 (stereo not given)	-3	0	-5	-2	-14	1.1	1	0.99
N#CCCN(C(=O)CSc1ccc2c(c1)OCCO2)c1ccccc1	3	-7	-1	0	0	1	2	0.98
O=C(/C=C/c1cccc(Cl)c1)NCc1ccccc1	-7	10	10	-16	-4	1	9	0.91
COc1ccc(S(=O)(=O)N(C)CC(=O)N2CCCCCC2)cc1OC	-8	-10	-4	-3	-14	1.1	-16	1.2
CCN(CC(=O)Nc1ccccc1OC)CC(=O)Nc1ccccc1-c1ccccc1	-3	4	2	14	-16	1.2	-15	1.1
Oc1ccc(/C=N/NC(=S)Nc2cccnc2)c(O)c1	-40	25	2	-9	-66	1.7	8	0.92
COc1ccc(-c2c(-c3ccccc3)c(C(=O)C(=O)NCCCN(C)C)n3ccc4cc(OC)c(OC)cc4c23)cc1OC	3	-1	2	18	4	0.96	12	0.88
NC(=O)C1(N2CCCCC2)CCN(C(=S)Nc2ccc(F)cc2)CC1	-9	0	-1	-17	0	1	-2	1
O=C(N/N=C/c1c(Cl)[nH]c2ccccc12)c1ccc2c(c1)OCCO2	-2	-24	-2	31	0	1	-8	1.1
CC(=O)c1sc2nsc(SCCN3CCOCC3)c2c1N	-7	3	-1	78*	-6	1.1	9	0.91
CC(NC(=O)COC(=O)C12CC3CC(CC(O)(C3)C1)C2)c1ccccc1 (stereo not given)	3	4	-2	-3	-10	1.1	-1	1
CCn1c(=O)c(CCC(=O)NCCN2CCOCC2)c(C)c2c(C)nn(-c3cccc(C)c3)c21	-5	-2	-8	15	-26	1.3	-6	1.1
CC(=O)Nc1c2c(nn1-c1ccccc1)CS(=O)C2 (stereo not given)	-6	7	-2	-8	-21	1.2	-3	1
CN1CCN(Cc2c(C#N)c3ccccc3n2C)CC1	-5	-7	-1	-14	10	0.9	-7	1.1
CS(=O)(=O)N(Cc1ccccc1F)c1ccccc1	-2	0	-1	0	-6	1.1	-8	1.1
CC(=O)c1ccc(S(=O)(=O)NCCC(=O)OC(C)C(=O)Nc2ccc(F)cc2)cc1 (stereo not given)	-6	-11	0	-1	-8	1.1	0	1
